OX1R antag = antagonists of human orexin 1 receptor; AID 434989; CHO/OX1R cells, Fluo-8 calcium fluorescence, orexin A; 0.43% of 330,000 active; O43613; inhibition, % at 5 µM;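 active = inhibition above its plate's threshold, mean inhibition of all tested compounds on the plate plus 3 SD, cut at about 37% in these data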;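 note: 0% = orexin A challenge wells and 100% = SB-334867-A antagonist wells; not every result past the cut was called active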
Target sequence (O43613 whole entry, looked up): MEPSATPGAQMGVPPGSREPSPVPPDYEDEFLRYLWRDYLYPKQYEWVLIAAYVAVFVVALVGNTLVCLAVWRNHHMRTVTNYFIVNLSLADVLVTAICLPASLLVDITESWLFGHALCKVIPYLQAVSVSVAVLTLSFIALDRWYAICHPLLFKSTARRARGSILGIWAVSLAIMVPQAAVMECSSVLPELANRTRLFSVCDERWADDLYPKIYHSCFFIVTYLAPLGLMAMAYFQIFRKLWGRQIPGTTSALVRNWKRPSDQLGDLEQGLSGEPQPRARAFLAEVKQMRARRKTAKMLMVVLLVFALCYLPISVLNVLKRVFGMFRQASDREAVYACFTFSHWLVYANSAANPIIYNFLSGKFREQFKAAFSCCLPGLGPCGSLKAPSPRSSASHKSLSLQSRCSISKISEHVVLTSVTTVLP
CHT allo act = human CHT allosteric activation; Q9GZV3; CHT-expressing cells, membrane potential dye, choline EC20; stronger effect = higher value; LV-AA mutant CHT in HEK293 cells; B-score at 10 µM; 0.49% of 310,000 active; AID 488977;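 active = initial fluorescence not abnormally high and integrated response B-score, plate-corrected, over 3 SD above library mean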
Target sequence (Q9GZV3 whole entry, looked up): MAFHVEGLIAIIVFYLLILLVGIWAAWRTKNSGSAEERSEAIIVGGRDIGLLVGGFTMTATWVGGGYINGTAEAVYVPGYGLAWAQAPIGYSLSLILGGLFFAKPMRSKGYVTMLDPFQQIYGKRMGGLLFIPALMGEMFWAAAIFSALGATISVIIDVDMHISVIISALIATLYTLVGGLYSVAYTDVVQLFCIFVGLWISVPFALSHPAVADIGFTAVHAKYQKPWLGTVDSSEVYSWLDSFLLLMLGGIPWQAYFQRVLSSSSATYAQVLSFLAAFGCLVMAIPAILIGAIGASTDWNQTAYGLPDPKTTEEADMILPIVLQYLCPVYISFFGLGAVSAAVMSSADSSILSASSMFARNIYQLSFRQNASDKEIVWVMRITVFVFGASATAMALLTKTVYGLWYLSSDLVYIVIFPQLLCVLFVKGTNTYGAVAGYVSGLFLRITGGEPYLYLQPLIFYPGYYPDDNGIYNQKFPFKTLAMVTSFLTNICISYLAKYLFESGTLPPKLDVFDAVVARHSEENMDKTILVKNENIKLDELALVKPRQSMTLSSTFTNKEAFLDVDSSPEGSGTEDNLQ
Starred values were filed as active, the others as inactive; i = inactive; . = not tested or not shown.

canonical_smiles	OX1R antag	CHT allo act
Cc1ccc(CNC(=O)Cn2ccc(NC(=O)OCc3ccccc3)nc2=O)o1	-13	.
Cc1nn(CC(=O)NC2CCS(=O)(=O)C2)c(C)c1[N+](=O)[O-] (centres undefined)	3	.
CCC1CCCCN1C(=O)Cn1c(C(=O)OC)cc2ccsc21 (centres undefined)	-4	i
CCN(C(=O)CSc1nc2nc(C)cc(C)n2n1)c1ccccc1	-5	i
CS(=O)(=O)c1ccc(N)cc1	0	i
CN(C)c1ccc(CNS(=O)(=O)c2ccc3c(c2)C(C)(C)C(=O)N3C)cc1	-18	i
COc1cc(/C=C2/C(=N)N3N=C(C)SC3=NC2=O)ccc1OS(=O)(=O)c1ccc(C)cc1	-14	i
Cc1cc(C(F)F)nn1CC(=O)NC1C(=O)N2C(C(=O)O)=C(CSc3nnnn3C)CSC12 (centres undefined)	6	i
CCOc1cc(/C=N/Nc2nncc(-c3ccccc3)n2)ccc1O	-30	i
COc1ccccc1C(=O)Nc1c(C(=O)N(CCN(C)C)Cc2ccco2)oc2ccccc12	0	i
Cc1nn(CC(N)=O)c(=O)c2ccccc12	-18	i
CCOCCCNS(=O)(=O)c1ccccc1	-9	i
COc1cc2c(ccc3cc(OC)c(OC)c(O)c32)cc1O	6	i
CCCCn1c(C(C)NC(=O)CCC)nc2ccccc21 (centres undefined)	-27	i
C/C=C/C(=O)OCC(=O)Nc1cc(OC)c([N+](=O)[O-])cc1C	-22	i
COc1cc(OC)c(N(C)S(=O)(=O)c2cccc(C(=O)Nc3nnc(C4CC4)s3)c2)cc1Cl	-30	i
O=C(On1c(-c2ccccc2)nc2ccccc2c1=O)c1ccco1	-1	i
CC(=O)c1cc2c(cc1NC(=O)Cc1c(C)noc1C)OCO2	-19	.
CC(=O)c1ccc(Oc2ccc(C(=O)c3ccc(C)c(C)c3)cc2[N+](=O)[O-])cc1	-6	i
C/C(CC(O)c1ccc2ccccc2n1)=N/O (centres undefined)	-8	i
Nc1nc(Cl)cc(NCCc2ccccc2)n1	-2	i
c1ccc(-c2nc3cnccn3c2Nc2ccc3c(c2)OCCO3)cc1	-12	i
CC(C)OC(=O)CN1C(=O)c2ccccc2C1=O	-11	i
CCn1cc(/C=N\NC(=O)c2ccccc2Cl)cn1	-5	i
CC(C(=O)Nc1ccon1)N1C(=O)c2ccccc2S1(=O)=O (centres undefined)	-14	i
COc1ccc(OC)c(/C=N/Nc2nncn2/N=C/c2cc(OC)ccc2OC)c1	-9	i
COc1cc(/C=C2\N=C(c3ccccc3)NNC2=O)cc(OC)c1OC	0	i
CN(C(=O)c1ccc(NC(=O)C2CC=CCC2C(=O)O)cc1)c1ccccc1 (centres undefined)	-7	i
CC(=O)c1c(C)[nH]c(C(=O)NCc2ccc(F)cc2)c1C	-29	i
COc1ccccc1N1CCN(CC(O)COCc2cccs2)CC1 (centres undefined)	-13	i
CCN(CC(=O)NCc1ccc(F)cc1)C(=O)CCNS(=O)(=O)c1cccc(C)c1	6	.
COc1cccc(-c2cn3nc4c(nc3n2)CCCC4)c1	-11	i
CC(=O)c1cnc2nc(C)nn2c1C	-10	i
CCc1ccc(NC(=S)NC2CC3CCCC(C2)N3Cc2cccs2)cc1 (centres undefined)	-11	i
COC(=O)c1ccc(S(N)(=O)=O)o1	-6	i
Cc1ccc(C(=O)CCc2ccc(N)cc2)cc1	-23	i
COCCSc1ccccc1C(=O)N1CCOCC1	-11	i
O=C(O)c1cccc(S(=O)(=O)Nc2ccc(O)c(Sc3nc4ccccc4s3)c2)c1	-12	i
CCOC(=O)c1c(C)[nH]c(C(=O)COC(=O)CN2C(=O)C3CCCCC3C2=O)c1C (centres undefined)	-27	i
Cc1ccc(C)c(N2CCN(C(=O)Cc3c(C(=O)O)[nH]c4ccc(Cl)cc34)CC2)c1	-1	i
Cc1c(NC(=O)c2cc(-c3cccs3)nc3ccccc23)c(=O)n(-c2ccccc2)n1C	-25	i
CNC(=S)N1CCN(c2ccc([N+](=O)[O-])cc2)CC1	0	i
CCc1nc2ccccc2n1CC(=O)N1CCN(Cc2ccccc2)CC1	-64	i
COc1ccc(CC(=O)N2CC3(C)CC2CC(C)(C)C3)cc1OC (centres undefined)	-31	i
CC(=O)Nc1ccc(C(=O)CN2C(=O)CSC2=O)cc1	-2	i
CCOc1ccc(/C=N/NC(=O)c2[nH]c3ccc(C)cc3c2C)cc1	.	i
O=c1c(-c2ccccc2)coc2c(CN3CCCCC3)c(O)ccc12	1	i
Cc1cc(/C=N\NC(=O)c2cccs2)c(C)n1-c1ccc2ncccc2c1	8	i
CCCn1c2c(c(O)c(C(=O)NC)c1=O)CCCC2	-22	i
Cc1ccc(S(=O)(=O)N2CCN(c3nccnc3C#N)CC2)cc1	-23	i

Next structures follow:
canonical_smiles	OX1R antag	CHT allo act
Cc1c(C)c2c(OCC(=O)N3CCC(O)CC3)cc3c(c2oc1=O)CCC(C)(C)O3	-6	i
Cc1cc(N2CCOCC2)nc2ccc(NC(=O)CCC(=O)N3CCCCC3)cc12	-8	i
CCN(c1ccccc1)S(=O)(=O)c1ccc(OC)c(NC(=O)C2CC(=O)N(Cc3ccccc3)C2)c1 (centres undefined)	-35	i
CN1CCN2c3ccccc3Cc3ccccc3C2C1 (centres undefined)	-19	i
Nc1ccccc1S(N)(=O)=O	-1	i
Cc1cccc(NC(=O)CNC(=O)c2ccc3nc[nH]c3c2)c1C	-5	i
CCCCC(=O)NC1(C(F)(F)F)C(=O)Nc2c1c(=O)n(C)c(=O)n2C (centres undefined)	-8	i
CC(C)CCc1noc(CN(C)CCC2CCOCC2)n1	11	i
Cc1cc(NC(=O)CS(=O)(=O)Cc2ccccc2)no1	-3	i
CCN(CC)S(=O)(=O)c1ccc(O)c(NS(=O)(=O)c2ccccc2F)c1	-4	i
COC(=O)c1ccc(Oc2nc(Nc3ccccc3)nc(N(C)C)n2)cc1	-24	i
CNc1cc(N2CCCC2)ccc1[N+](=O)[O-]	-1	i
CCO[C@@H]1OC(C(=O)N2CCOCC2)=C[C@H](c2cn(C(C)=O)c3ccccc23)[C@H]1CCCO	-14	i
O=C(CN1CCCCC1)Nc1ccccc1-c1ccccc1	-13	i
CC1(C)Cc2c(c(N3CCOCC3)nc3sc4c(NCc5ccco5)nnnc4c23)CS1	-22	i
O=C(Nc1ccc(Br)cc1)C1CCN(C(=O)c2ccc(F)cc2)CC1	1	i
COc1cccc(OCC(O)CNC2CCCC2)c1 (centres undefined)	-23	i
CCCCn1c(-c2cccnc2)n[nH]c1=S	-5	i
Cc1ccc(S(=O)(=O)NCC2CCC(C(=O)NCc3ccccn3)CC2)cc1 (centres undefined)	-11	i
Cc1ncccc1C(=O)N1CCCC(CNC(=O)c2ccc(-c3ccccc3)cc2)C1 (centres undefined)	-31	i
Cc1cc(C)c(NS(=O)(=O)c2ccc(NC(=O)c3cccs3)cc2)c(C)c1	17	i
COc1ccc(CNS(=O)(=O)c2cc3c4c(c2)C(C)C(=O)N4CCC3)cc1 (centres undefined)	-12	i
CC(C)(C)C(=O)[C@@H]1[C@@H]2C(=O)N(C3CCCCC3)C(=O)[C@@H]2[C@H]2c3ccccc3C=CN12	-22	i
COc1ccc(NC(=O)CN2C(=O)NC3(CCCCCC3)C2=O)cc1Cl	-26	.
N#Cc1cccc(NC(=O)c2ccccc2C(=O)O)c1	-12	i
CC(C)C(NC(=O)c1ccc(C(C)(C)C)cc1)C(=O)NCc1ccccn1 (centres undefined)	-17	.
Cc1ccc(-n2c(C)cc(C(=S)N3CCOCC3)c2C)cc1C	-26	i
Clc1ccc(-n2ncc3c(N4CCCC4)ncnc32)cc1	0	i
CCCN1C(=O)/C(=C/c2nc3ccccc3c(=O)[nH]2)c2ccccc21	-27	i
C#CCNC(=O)C1=C[C@H](c2ccccc2)[C@@H](CCCO)[C@H](OCC)O1	-11	i
Cc1ccc2c(c1)CCCN2C(=O)c1ccc2c(c1)OCO2	-6	i
O=S(=O)(c1ccc(Oc2ccc(Cl)cc2)nc1)N1CCOCC1	-8	i
C=CCNC(=O)/C(C#N)=C/c1ccc2c(c1)OCCO2	-18	i
NC(=O)CSc1nnc(-c2ccc(O)cc2)n1Cc1ccco1	-5	i
COc1cc(C=O)ccc1Oc1nnnn1-c1ccc(C(N)=O)cc1	5	i
O=C(CSc1nc2ccccc2n1CC(=O)N1CCCC1)Nc1nccs1	-28	i
COc1ccc2c(c1)c(/C=C/c1cc[n+](C)cc1)cn2C	-4	i
Cc1cc(C)c2oc(C(=O)N3CCN(C)CC3)cc(=O)c2c1	8	i
Nc1nc2c(s1)CCCCCCCCCC2	-24	i
Cc1ccc(Nc2c(F)c(F)c(F)c(F)c2C(=O)O)c(C)c1	-11	i
CCOC(=O)C1CCN(S(=O)(=O)c2ccc3c4c(cccc24)C(=O)N3CC)CC1	-12	.
O=S(=O)(c1ccc(F)c(F)c1)N1CCCc2ccccc21	3	i
CN1CCN(C(=O)c2ccccc2NC(=O)C(C)(C)C)CC1	-9	i
Clc1ccccc1-c1nnc(CNC2CC2)o1	-21	i
COc1ccc(NC(=O)c2nc[nH]c2C(=O)N2CCN(c3ccccc3)CC2)cc1	-24	i
COc1ccc(N2C(=O)CC(NNc3ncc(Cl)cc3Cl)C2=O)cc1 (centres undefined)	-28	i
COc1ccc(C2(c3ccc(OC)cc3)NC(=O)N(CC(=O)Nc3ccccc3C(F)(F)F)C2=O)cc1	-9	i
CCCCOC(=O)Nc1cc(C)c(Cl)cc1OC	-3	i
Cc1c(Nc2ncccc2C(=O)O)cccc1C(F)(F)F	-4	i
CCOc1ccccc1NC(=O)CSc1nnnn1Cc1ccccc1	-3	i

(list continues)
canonical_smiles	OX1R antag	CHT allo act
CCOC(=O)c1c(-c2cccc(N)c2)cn2ccccc12	-31	i
CCOC(=O)Cc1cnc(NC(=O)CSc2nc(C)c(CC)c(=O)[nH]2)s1	-6	i
Cc1ccc(NC(=O)c2ccccc2F)c(NC(=O)c2ccccc2F)c1	-19	i
Cc1ccc(NC(=S)N2CCN(c3ccccc3F)CC2)c(C)c1	0	i
COc1ccc(S(=O)(=O)N2CCN=C2SCc2cccc(C)c2)cc1	-4	i
COc1ccc(Nc2nc(NC(C)(C)C)nc(N3CCOCC3)n2)c(OC)c1	-36	i
C[C@@H](C(=O)N1CCN(C(=O)OC(C)(C)C)CC1)n1cc(CCCN=C(NC(=O)OC(C)(C)C)NC(=O)OC(C)(C)C)nn1	-19	i
CCCCCCOC(=O)C(C#N)c1nc2ccccc2nc1N1CCN(C)CC1 (centres undefined)	-15	i
O=C(Nc1cccc([N+](=O)[O-])c1)c1cc(S(=O)(=O)N2CCOCC2)cs1	-11	i
COc1cc2c(cc1OC)C(c1cc3ccc(C)cc3[nH]c1=O)N(C(=O)c1ccco1)CC2 (centres undefined)	-37	i

A section of the results above:
canonical_smiles	OX1R antag	CHT allo act
CCOC(=O)c1c(-c2cccc(N)c2)cn2ccccc12	-31	i
CCOC(=O)Cc1cnc(NC(=O)CSc2nc(C)c(CC)c(=O)[nH]2)s1	-6	i
Cc1ccc(NC(=O)c2ccccc2F)c(NC(=O)c2ccccc2F)c1	-19	i
Cc1ccc(NC(=S)N2CCN(c3ccccc3F)CC2)c(C)c1	0	i
COc1ccc(S(=O)(=O)N2CCN=C2SCc2cccc(C)c2)cc1	-4	i
COc1ccc(Nc2nc(NC(C)(C)C)nc(N3CCOCC3)n2)c(OC)c1	-36	i
C[C@@H](C(=O)N1CCN(C(=O)OC(C)(C)C)CC1)n1cc(CCCN=C(NC(=O)OC(C)(C)C)NC(=O)OC(C)(C)C)nn1	-19	i

Carrying on.
canonical_smiles	OX1R antag	CHT allo act
CC(NC(=O)CN1C(=O)COc2ccccc21)c1ccccc1 (centres undefined)	0	i
Cc1ccc2[nH]c(=O)c(CNS(=O)(=O)c3ccccc3)c(-c3ccccc3)c2c1	-48	i
COc1ccnc(NCc2ccc(Cl)cc2)c1C#N	-3	i
Fc1ccc(-c2noc(-c3ccc4c(c3)CCO4)n2)cc1	7	i
CCOc1ccc(CNC(=O)CCCC(=O)n2ncc3cc(C)ccc32)cc1	-18	i
COc1nccnc1NS(=O)(=O)c1ccc(NC(=O)c2ccc(F)cc2)cc1	2	i
CCc1nc(SCC(=O)Nc2ccc(C(=O)O)cc2)n[nH]1	1	i
CCc1nc2n(n1)C(O)c1cc([N+](=O)[O-])ccc1S2 (centres undefined)	-10	i
Cn1nc(C(F)(F)F)c2cc(C(=O)Nc3ccc(C(F)(F)F)cc3)sc21	-18	i
COc1ccc(NC2CCCN(C(=O)CSc3ccccn3)C2)cc1OC (centres undefined)	-21	i
O=C(COC(=O)/C=C/c1ccc(F)cc1)Nc1cc(C(F)(F)F)ccc1N1CCOCC1	-32	i
COc1ccc(C(c2sc3nc(C)nn3c2O)N2CCCCC2)cc1 (centres undefined)	1	i
CC[C@H]1C(c2ccc(F)cc2)=NN(c2ccccc2)[C@@H]1CO	8	.
COc1cccc(CSc2nc3cc4c(cc3cc2C)OCCO4)c1	-21	i
COC(=O)COc1cc(=O)oc2ccc(NS(=O)(=O)c3ccccc3)cc12	-16	i
O=S(=O)(c1ccc(Br)cc1)N1CCn2c(nc3ccccc32)C1	-25	i
CCOc1ccc(-n2c(N)c(C(=O)NCC3CCCO3)sc2=S)cc1 (centres undefined)	-14	i
CC(C)N(C(=O)CO/N=C/c1cccc([N+](=O)[O-])c1)C(C)C	-18	i
O=C1C=Cc2ccccc2/C1=C/c1[nH]c(=O)[nH]c1O	-4	i
